ALDH1A1 inh: qHTS Assay for Inhibitors of Aldehyde Dehydrogenase 1 (ALDH1A1). Aldehyde dehydrogenase 1A1 (Homo sapiens), P00352. Purified ALDH1A1, NADH fluorescence, propionaldehyde substrate. Potency, µM (doses to about 75.3 µM), for inactives: top-dose activity, negative = inhibition, hits mostly inhibitors. 220,000 compounds, 7.3% hits; active = well fitted inhibition curve with a large enough effect, not every such curve was filed as active; inconclusive = small, poorly fitted or top-dose-only effect, or another doubt; inactive = no such curve, though single readings can be large or run the other way;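 also: plate controls were no enzyme wells and a reference inhibitor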
TexasRed fluor: Total Fluorescence Counterscreen for Inhibitors of the Interaction of Thyroid Hormone Receptor and Steroid Receptor Coregulator 2; TRb/SRC2 Texas Red total fluorescence interference; 280,000 compounds, 0.29% hits; Potency, µM (titrated, usually from 106 µM), for inactives: at the top dose fluorescence change, negative = quenching; active = well fitted curve in either direction with a large enough effect; inconclusive = small, poorly fitted or top-dose-only effect; also: % is scaled to controls: 0 for no effect and ±100 for the full control effect
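Flags fluorescent or light-absorbing compounds by total fluorescence, S + 2P, at 555 nm excitation and 632 nm emission. Mixture: 20 nM Texas Red SRC2 peptide, 0.6 uM human TRb LBD, 1 uM T3, 5% DMSO; compound exposure 5 h at ambient temperature.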
SMN2 splice up: qHTS Assay for Enhancers of SMN2 Splice Variant Expression | HEK293 SMN2-luciferase splicing reporter, luminescence, 30-36 h | Potency, µM (doses to about 46.1 µM), for inactives: top-dose activity change, positive = activation, usual class: activators | 210,000 compounds, 2.8% hits; also: % of control where 0% means no effect; nearly all actives have a fitted effect of over 55% in size
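HEK293 cells carry an SMN2 […]–luciferase reporter in which exon 7 inclusion puts luciferase in frame. Cells were plated 10-12 h before compound addition, then incubated 30-36 h at 37C. ONE-Glo luminescence was read; sodium butyrate at 4.5 mM final served as control.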
KDM4E inh: qHTS Assay for Inhibitors of Human Jumonji Domain Containing 2E (JMJD2E) | JMJD2E catalytic domain, FDH-coupled NADH fluorescence (FDH is formaldehyde dehydrogenase) | Potency, µM (highest dose often 57.1 µM), for inactives: at the highest dose activity change, negative = inhibition, usual class: inhibitors | 230,000 compounds, 1.6% hits; active = well fitted inhibition curve with a large enough effect, not every such curve was filed as active; inconclusive = small, poorly fitted or top-dose-only effect, or another doubt; inactive = no such curve, though single readings can be large or run the other way;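 also: 0% = wells with enzyme and -100% = buffer wells without enzyme; nearly all actives have a fitted effect of over 50% in size; many of its hits are not listed in these tables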
Target sequence (B2RXH2 1-337 limits assumed): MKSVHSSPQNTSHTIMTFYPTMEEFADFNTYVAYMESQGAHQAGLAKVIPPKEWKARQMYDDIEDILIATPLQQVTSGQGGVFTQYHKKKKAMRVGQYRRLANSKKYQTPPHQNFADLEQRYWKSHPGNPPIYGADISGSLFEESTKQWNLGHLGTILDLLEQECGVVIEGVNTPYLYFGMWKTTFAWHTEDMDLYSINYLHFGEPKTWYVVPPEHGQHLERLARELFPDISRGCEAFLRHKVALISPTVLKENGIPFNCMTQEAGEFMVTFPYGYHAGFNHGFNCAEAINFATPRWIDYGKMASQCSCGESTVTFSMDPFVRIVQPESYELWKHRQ
RECQ1 helicase: qHTS Assay for Inhibitors of RecQ-Like Dna Helicase 1 (RECQ1); ATP-dependent DNA helicase Q1 (Homo sapiens), P46063; RECQ1 DNA unwinding, red fluorescence kinetic read; Potency, µM (doses to about 57.3 µM), inactives show top-dose activity, negative = inhibition, most hits filed as inhibitors; 240,000 compounds, 0.54% hits; AID 2549, 2010;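 also: plate controls were vehicle for no effect and no enzyme for full effect; nearly all actives have a fitted effect of over 30% in size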
Target sequence (P46063 whole entry, looked up): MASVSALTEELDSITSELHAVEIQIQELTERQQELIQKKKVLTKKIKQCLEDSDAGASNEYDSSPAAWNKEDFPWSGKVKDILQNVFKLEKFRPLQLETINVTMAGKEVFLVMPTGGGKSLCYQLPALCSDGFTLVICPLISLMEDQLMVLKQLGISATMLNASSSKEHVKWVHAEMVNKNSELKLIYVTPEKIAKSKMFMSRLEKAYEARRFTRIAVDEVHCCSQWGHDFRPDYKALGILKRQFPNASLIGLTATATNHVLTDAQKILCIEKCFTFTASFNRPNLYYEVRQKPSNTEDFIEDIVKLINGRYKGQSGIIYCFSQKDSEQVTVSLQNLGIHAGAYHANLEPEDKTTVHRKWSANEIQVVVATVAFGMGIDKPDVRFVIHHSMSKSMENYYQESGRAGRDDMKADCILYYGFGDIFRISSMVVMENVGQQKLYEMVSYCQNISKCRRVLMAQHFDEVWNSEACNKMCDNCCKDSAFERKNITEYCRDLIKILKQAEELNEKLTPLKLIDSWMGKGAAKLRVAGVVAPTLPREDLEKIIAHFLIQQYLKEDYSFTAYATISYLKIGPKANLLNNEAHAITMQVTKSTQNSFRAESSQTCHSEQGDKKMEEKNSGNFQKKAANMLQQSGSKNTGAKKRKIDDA
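RECQ1T1 50 nM; forked duplex (20 bp + 30-nt ss tails) 200 nM, ATP 2 mM final; pH 8.0, 2 mM MgCl2, 2.5 ug/ml poly(dI-dC); 15 min compound preincubation; discontinuous kinetic read over 2 h at RT.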
LMNA splice mod: qHTS Assay for Modulators of Lamin A Splicing; HeLa LMNA splicing GFP/RFP minigene ratio, 48 h; Potency, µM (series often up to 46.1 µM), inactives show at the top dose ratio change, negative = inhibition, most hits filed as inhibitors; 200,000 compounds, 0.01% hits; active = well fitted inhibition curve with a large enough effect in the signal ratio, with a control signal flat, not every such curve was filed as active; inconclusive = small, poorly fitted or top-dose-only effect, or effect the other way, or a change in a side signal; the % refers to the signal ratio; also: % is scaled to controls: 0 for no effect and ±100 for the full control effect
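Read-out is the ratio of GFP to DsRed2 object intensity, acquired by 488 nm laser-scanning cytometry on HeLa lamin A-EGFP minigene reporter cells. Compound incubation 48 hrs at 37 °C in Opti-MEM with 2% FBS; DMSO 0.5% final.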
TRb-SRC2 inh: qHTS for Inhibitors of the Interaction of Thyroid Hormone Receptor and Steroid Receptor Coregulator 2; TRbeta-SRC2 peptide binding, fluorescence polarization; receptor liganded with 1 µM T3; Potency, µM (top dose mostly 106 µM), for the others: top-dose activity change, negative = inhibition, hits mostly inhibitors; 280,000 compounds, 0.065% hits; AID 1469, 2008;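 also: plate controls were bound peptide for no effect and peptide without receptor for full effect; nearly all actives have a fitted effect of over 50% in size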
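Human TRb ligand-binding domain (0.6 uM) is mixed with 20 nM Texas Red SRC2 peptide and 1 uM T3; after compound addition and 5 hr at ambient temperature, polarization is measured and normalized to unbound and bound controls.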
GoLoco inh red: qHTS Assay for Inhibitors of RGS12 GoLoco Motif Activity (Red Fluorophore); Potency, µM (top dose mostly 61.6 µM), for inactives: at the top dose activity, negative = inhibition, most hits filed as inhibitors; Gai1:RGS12 GoLoco peptide FP, rhodamine, 10 min; 230,000 compounds, 0.44% hits; active = well fitted inhibition curve with a large enough effect, not every such curve was filed as active; inactive = no such curve, though single readings can be large or run the other way; also: % is scaled to controls: 0 for no effect and ±100 for the full control effect; nearly all actives have a fitted effect of over 30% in size; many of its hits are not listed in these tables
* = called active by the depositor; i = inactive; u = inconclusive; x = no result given; ! = not confirmed by another sample; [ ] = another dose, or the depositor's remark. Unless noted, calls follow the shape of the dose curve; as a rule, active = well fitted curve in the direction sought with a large enough effect; inconclusive = small, poorly fitted or top-dose-only effect, or another doubt; inactive = no such curve, though single readings can be large; an effect the other way counts as inactive or inconclusive. Potency is read from the fitted curve at half-maximal effect. A portion of the library. The share of hits here may be higher or lower than overall.

canonical_smiles	GoLoco inh red	ALDH1A1 inh	TRb-SRC2 inh	LMNA splice mod	KDM4E inh	SMN2 splice up	TexasRed fluor	RECQ1 helicase
O=C(Nc1nc(-c2ccc3ccccc3c2)cs1)C1CCN(S(=O)(=O)c2cccs2)CC1	8.5%	-8.4%	0.4%	u	17.8µM*	-81.0%[inhibitor]	-0.5%	3.6%
Cc1cccc(OCCCC(=O)NCCc2ccccc2)c1	3.5%	-0.9%	-0.3%	2.6%	4.2%	-3.8%	-0.8%	-0.9%
CN1CCN(S(=O)(=O)c2ccc(NC(=S)NC(=O)C3CCCCC3)cc2)CC1	2.2%	u	0.3%	x	-4.6%	6.9%	-1.2%	u
CC1CN(C(=O)CN2C(=O)NC(C)(c3ccccc3)C2=O)CC(C)O1 (stereo not given)	4.1%	-2.2%	-14.4%	11.3%	1.6%	17.9%	-1.0%	-2.8%
CCC(=O)N1CCN(c2ccccc2NC(=O)COc2cccc(C)c2)CC1	10.1%	-14.7%	5.7%	3.2%	4.0%	-2.7%	-0.1%	-0.9%
Cn1c(C2CCCCC2)nc2c1c(=O)[nH]c(=O)n2Cc1ccccc1	9.7%	-11.9%	0.0%	-10.3%[46 µM]	2.0%	4.5%	-0.5%	i
Clc1ccc(-c2ccc(C=Nc3ccc(N4CCOCC4)cc3)o2)c(Cl)c1	5.1%	-3.5%	-2.7%	-1.6%[9.22 µM]	-27.3%	-22.9%	0.6%	-2.6%
CC(C)NC(=O)[C@H]1C[C@@H]1[C@H](NC(=O)OCc1ccccc1)c1ccccc1	1.7%	-1.1%	-4.4%	x	2.3%	-8.8%	-6.1%	-7.1%
NC(=O)CC(NC(=O)Cc1ccc(Br)cc1)c1ccc(NCc2ccccn2)c([N+](=O)[O-])c1 (stereo not given)	5.2%	x	-0.2%	x	-29.2%	x	-2.1%	3.6%
CCN(CC)c1cc(C(F)(F)F)nc(-c2ccccn2)n1	10.3%	8.0%	3.2%	4.3%	0.3%	-9.1%	-2.0%	i
CCc1ccc(CNn2cnnc2SCC(=O)NC(C)(C)C)cc1	-2.1%	8.9%	-5.4%	-12.3%	-7.2%	-5.2%	-0.8%	-7.8%
CC(C)(N=NC(C)(C)C(=N)N)C(=N)N	1.8%[14.2 µM]	31.6µM*!	-12.0%	x	-8.9%	-8.1%[9.22 µM]	-2.6%	-7.1%
Cc1nnc(NC(=O)c2cccc(Br)c2)s1	7.9%	-2.3%	0.5%	-8.0%	-3.7%	-8.9%	-1.0%	i
COc1ccc(C(CC(=O)N2CCCCC2)c2c(OC)cc(OC)c3c(-c4ccccc4)cc(=O)oc23)cc1 (stereo not given)	-1.0%	x	-7.0%	x	u	x	-1.6%	u
COCCNc1nc2nonc2nc1N(C)Cc1ccc(C)cc1	-1.9%	-9.0%	-6.0%	x	-5.1%	x	-3.4%	-13.8%
Cc1ccc(NC(=O)Nc2sc(=S)n(C)c2C)cc1	-2.9%	-13.1%	-3.3%	-5.3%	-8.5%	-2.8%	0.6%	-9.8%
CCOc1ccc(CCNC(=O)CCS(=O)(=O)c2ccc(OC)cc2)cc1OCC	6.5%	0.6%	-2.3%	x	3.8%	11.9%	0.9%	5.5%
CCOCc1nnc(NC(=O)CCc2ccccc2)s1	1.2%	-9.7%	7.7%	-0.7%	1.7%	8.8%	-1.3%	-3.3%
CCOc1ccccc1Nc1nnc(SCC(=O)N2CCCC2)s1	3.3%	-12.3%	5.5%	5.5%	u	-7.6%	-3.0%	-3.5%
CN(C)Cc1ccccc1-c1nc(NC2CCNCC2)c2ccccc2n1	1.2%	-10.7%	x	u	x	x	x	11.7%
CCC(c1nnnn1C(C)(C)C)N1CCN(Cc2ccccc2OC)CC1 (stereo not given)	4.7%	11.6%	2.5%	5.6%[46 µM]	7.7%	x	-1.2%	1.1%
Cc1nc(C)c(C(=O)C2=C(O)C(=O)N(CCCn3ccnc3)C2c2ccc(Cl)cc2)s1 (stereo not given)	x	-2.1%	-0.3%	-3.9%	-4.4%	x	-0.8%	0.1%
S=C(NCc1ccco1)N1CCN(c2cccc(Cl)c2)CC1	-0.4%	u	5.5%	x	-6.6%	x	-2.5%	-6.6%
CN(C)C1NC(=O)c2cc(-c3ccccc3)sc2N1 (stereo not given)	-16.8%	u	-8.9%	u	5.7%	-31.1%[inhibitor]	-3.4%	6.7%
O=C(Nc1ccc(Cl)c(S(=O)(=O)N2CCOCC2)c1)c1ccccn1	3.7%	u	-8.2%	5.3%[46 µM]	-1.8%	-15.1%	0.0%	-2.3%
O=C(CSc1nncs1)Nc1cc(-c2ccccc2)nn1-c1ccccc1	10.2%	6.2%	-1.5%	-0.8%	3.5%	-1.2%	-0.4%	1.1%
CS(=O)(=O)Nc1ccc(C2=NN(C(=O)C3CCCCC3)C(c3cccs3)C2)cc1 (stereo not given)	8.4%	u	-4.4%	u	u	-14.0%	-4.4%	-15.8%
CC(C)Cc1nc2sc3c(=O)n(N)cnc3c2c2c1COC(C)(C)C2	4.6%	u	1.4%	-8.0%	7.1%	-6.7%	-1.2%	-9.8%
Cn1c(=O)c(-c2cccs2)nc2cnc(N3CCOCC3)nc21	5.6%	2.6%	x	1.6%	x	x	x	-4.2%
COc1ccc(O)c(C(=O)CC(=O)c2ccc(F)cc2)c1	12.7%	1.4%	5.4%	10.9%	u	2.24µM*	0.1%	-7.5%
COC(=O)c1ccc(NC(C)=O)o1	3.1%	11.0%	5.3%	3.5%	5.4%	4.3%	-0.7%	i
O=C(/C(=C\c1ccccc1)c1nc2ccccc2[nH]1)c1ccc(Cl)cc1	-13.1%	11.6%	-1.0%	u	2.2%	-83.6%[inhibitor]	0.9%	i
COc1ccccc1CNn1c(-c2cccc(C)c2)nc2ccccc2c1=O	-32.3%	-10.3%	3.7%	-1.7%	2.9%	-0.4%	-5.1%	-6.2%
CCCCC(CC)C(=O)N1CCN(C(=O)c2ccco2)CC1 (stereo not given)	1.9%	25.1µM*	-3.5%	-15.6%[46 µM]	-2.3%	-5.2%	0.6%	-11.8%
NC(=O)c1c(-c2ccc(Cl)cc2Cl)csc1NC(=O)Cc1ccccc1	-2.5%	u	-7.4%	u	7.5%	-67.6%[inhibitor]	-5.3%	8.8%
CCOC(=O)c1sc2nc(-c3ccco3)c3c(c2c1N)CC(C)(C)OC3	-8.9%	u	-1.3%	-2.0%	u	-2.7%	-5.8%	-20.6%
CC[C@H](C)/C=C(C)/C=C/C(=O)Cc1cc(O)c(C)c(O)c1C=O	120.4%[activator]	x	4.4%	x	u	x	-0.7%	-19.1%
CCOC(=O)C(C)Sc1ncc(OC)c(=O)[nH]1 (stereo not given)	6.1%	2.2%	-7.8%	-1.0%	7.9%	2.0%	-1.8%	2.3%
Cc1nnc(NC(=O)C2CCN(S(=O)(=O)c3ccc(Cl)cc3)CC2)s1	2.6%	1.3%	-6.7%	x	-4.0%	u	-2.2%	4.6%
CCOc1cc(C(=O)NCCOC)cc(OCC)c1OCC	7.8%	5.9%	-1.6%	4.0%	0.4%	-4.9%	0.4%	i
COC(=O)c1cn(C(=O)c2ccc(Br)o2)c2ccccc12	-9.2%	31.6µM*	-7.3%	-13.2%	-1.7%	11.3%	-2.4%	8.0%
COc1cccc(C2=NN(S(C)(=O)=O)C(c3cccs3)C2)c1 (stereo not given)	1.0%	u	-2.0%	x	u	x	0.0%	i
CC(C)c1ccc(O)c(NC(=S)NC(=O)CCc2ccccc2)c1	8.6%	u	3.2%	u	4.6%	u	-2.0%	-2.0%
Cc1nc(N2CCCC2)c2nnn(Cc3ccccc3Cl)c2n1	-0.9%	-14.9%	2.6%	u	9.5%	-17.6%	-1.4%	-5.8%
COc1cc(/C=N/NC(=O)c2cccnc2)ccc1OCC(=O)Nc1ccc(C)cc1	4.1%	u	-7.5%[53 µM]	4.0%	u	7.4%	0.8%[53 µM]	6.9%
Cc1cc(C(F)(F)F)nn1CC(=O)N(C)c1ccccc1	12.0%	7.3%	6.6%	x	50.4%[activator]	x	0.6%	-14.1%
CC(C)(C)NC(=O)COc1ccc(CNCc2cccs2)cc1	5.6%	7.4%	0.1%	13.1%	1.2%	-11.7%	-5.5%	-6.6%
O=C(c1ccc(Cl)s1)N1CCOCC1	4.5%	5.5%	1.9%	13.1%	1.7%	-4.4%	-0.4%	-13.7%
CCOC(=O)c1ccc(NC(=O)C(CC)(CC)C(=O)OCC)cc1	-2.5%	7.9%	5.2%	2.0%	0.7%	-1.8%	2.7%	i
Cc1cc(C)n(CC(O)COCc2ccccc2)n1 (stereo not given)	x	6.6%	-3.9%	-9.6%	-4.4%	x	-1.1%	-0.3%
CC(=O)c1ccc(N2CCN(C(=O)/C=C/c3ccc(S(=O)(=O)N4CCOCC4)cc3)CC2)cc1	1.8%	-6.5%	-4.6%	u	6.0%	-55.4%[inhibitor]	-0.4%	i
Cn1c(NCCCO)nc2ccccc21	1.3%	-3.9%	-1.4%	-12.3%	6.9%	6.6%	-1.9%	-4.9%

Assay outcomes from PubChem BioAssay.
